# E-sel inducer – E-selectin induction in HUVECs, primary screen, imaging, HUVEC, immunofluorescence imaging, single point | actives 0.37% (n = 260,000) | AID 686992, 2013 | activation, % at 7.58 µM | P16581 | normalized: neutral wells 0, TNF-alpha wells 100;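 active = mean E-selectin-positive cell signal at least 10% of the positive control, reached in at least 60% of replicates, without over 20% cell loss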;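 note: in these data hits start at about 27%; measured in HUVEC primary endothelial cells; signal is the percent of cells scored E-selectin positive by PE staining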
#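 Read-out basis: % PE-positive cells; Test system: HUVEC primary endothelial cells; Technique: immunofluorescence imaging; Dosing: single-point compound dose.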
# ERAP1 HTS inh – human ERAP1 aminopeptidase inhibitors, primary screen, biochemical, single point, plate reader; actives 0.15% (n = 340,000); recombinant ERAP1, Leu-AMC fluorescence, 60 min; Endoplasmic reticulum aminopeptidase 1 (Homo sapiens), Q9NZ08; inhibition, % at 10.7 µM;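 active = mean replicate inhibition of at least 30%, or all replicates individually reaching that 30% level; inactive = mean below 30% and not every replicate reaching it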;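 note: 0% = neutral control wells and 100% = L-leucinethiol positive control wells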
# Target sequence (Q9NZ08 whole entry, looked up): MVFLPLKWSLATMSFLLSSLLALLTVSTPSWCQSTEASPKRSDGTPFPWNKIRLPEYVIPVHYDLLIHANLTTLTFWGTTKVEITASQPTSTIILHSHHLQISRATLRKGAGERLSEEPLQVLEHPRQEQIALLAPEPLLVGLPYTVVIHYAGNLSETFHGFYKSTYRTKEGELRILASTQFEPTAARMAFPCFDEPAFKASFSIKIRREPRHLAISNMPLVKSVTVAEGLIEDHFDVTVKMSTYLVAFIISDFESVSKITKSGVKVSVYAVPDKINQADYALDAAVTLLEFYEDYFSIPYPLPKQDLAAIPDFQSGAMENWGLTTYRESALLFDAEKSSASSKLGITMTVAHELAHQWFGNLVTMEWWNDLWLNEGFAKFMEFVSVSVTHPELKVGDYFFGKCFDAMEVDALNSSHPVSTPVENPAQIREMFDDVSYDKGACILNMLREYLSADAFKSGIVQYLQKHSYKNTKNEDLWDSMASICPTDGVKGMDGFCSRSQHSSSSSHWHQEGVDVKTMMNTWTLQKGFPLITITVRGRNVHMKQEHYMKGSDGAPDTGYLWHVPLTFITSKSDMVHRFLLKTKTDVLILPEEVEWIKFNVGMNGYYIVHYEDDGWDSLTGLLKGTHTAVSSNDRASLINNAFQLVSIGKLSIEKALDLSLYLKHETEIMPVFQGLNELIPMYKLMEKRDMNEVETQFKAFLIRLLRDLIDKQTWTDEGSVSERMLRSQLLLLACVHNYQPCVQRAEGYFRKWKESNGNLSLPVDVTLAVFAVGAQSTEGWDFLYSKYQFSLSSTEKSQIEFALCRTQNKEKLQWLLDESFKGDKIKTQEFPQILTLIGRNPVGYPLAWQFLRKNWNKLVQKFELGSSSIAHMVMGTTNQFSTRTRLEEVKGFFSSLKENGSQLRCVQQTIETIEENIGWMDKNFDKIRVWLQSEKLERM
# PglD inh – C. jejuni PglD acetyltransferase inhibitors, primary screen, biochemical, DTNB colorimetric, single point; UDP-N-acetylbacillosamine N-acetyltransferase PglD (Campylobacter jejuni); purified PglD enzyme, DTNB colorimetric CoA detection; inhibition, % at 12.5 µM; actives 0.098% (n = 360,000); AID 602405, 2012; in the data active = inhibition above about 16%, passing the limit was not always enough; note: strong numbers were not always called active
# Cneo AK release – Cryptococcus neoformans cell lysis inducers, primary screen, AK release luminescence, single concentration; C. neoformans lysis, adenylate kinase release luminescence, 4 h; normalised: neutral wells 0, clomiphene wells 100; lysis activity, % at 15 µM; actives 0.2% (n = 360,000); AID 651654, 2012;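 active = mean lysis activity across replicates of at least 80%, whatever share of replicates individually reach that level; inactive = mean lysis activity below 80%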
#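 Material – log-phase Cryptococcus neoformans yeast cells · Input – 5 × 10^6 yeast cells/mL · Medium – fresh YPD growth medium · Doses – single compound concentration per well · Timing – static 4 h at 37 °C with compound, 1 h detection · Detection – adenylate kinase release luminescence · Read-out – signal increase indicating cell lysis · Control set – Clomiphene as positive lysis control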
# miR122 inh – miR-122 Renilla sensor signal increase in Huh7, primary screen, miR-122 inhibitor project, cell-based, single point, plate reader. actives 0.3% (n = 340,000). AID 602342, 2012. Huh7 miR-122 Renilla luciferase sensor, 48 h; neutral wells = 0, positive control = 100. activation (reporter increase), % at 12.5 µM;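 active = mean replicate activation score at least 90 and every replicate individually at or above 90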;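 note: higher luciferase means less miR-122 activity so hits act as miR-122 inhibitors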
# RAD54 inh – inhibitors of human RAD54 branch migration, primary screen, biochemical, fluorescence, single point; DNA repair and recombination protein RAD54-like (Homo sapiens), Q92698; RAD54 Holliday junction branch migration, FAM/BHQ fluorescence; inhibition, % at 10.4 µM; actives 0.14% (n = 360,000); AID 602329, 2012;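 active = mean normalized replicate activity at least 40 and at least half of replicates scoring 40 or more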;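 note: 0% = median of neutral control wells and 100% = median of positive control wells; inhibitors cause a drop in the FAM fluorescence signal; in these data hits start at about 50%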
# RAD52 inh – RAD52 DNA annealing inhibitors, primary screen, biochemical, FRET, single point, set 2; DNA repair protein RAD52 homolog (Homo sapiens), P43351; recombinant RAD52 DNA annealing, FRET fluorescence; inhibition, % at 18.7 µM; actives 0.46% (n = 360,000);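 active = every replicate showing at least 50% inhibition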
# PGC1a acetyl inh – inhibitors of PGC1a acetylation signal, primary screen, cell-based, U2OS, AlphaScreen, inhibitor mode | AlphaScreen anti-acetyl-lysine; with virally co-expressed GCN5 acetyltransferase | inhibition, % at 15.6 µM | actives 0.17% (n = 350,000) | AID 651687, 2012;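 active = every replicate shows inhibition of at least 40%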;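 note: 0% = neutral control wells and 100% = positive control wells; some results beyond the cut were filed as inactive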
# An asterisk follows results filed as active; · = not tested or not shown; [ ] = another dose, or the depositor's remark. The list is partial; the hit share may differ from the screen's.
SMILES,E-sel inducer,ERAP1 HTS inh,PglD inh,Cneo AK release,miR122 inh,RAD54 inh,RAD52 inh,PGC1a acetyl inh
CN1C[C@H](CO)C=C2c3cccc4[nH]cc(c34)C[C@H]21,·,-2,5,0,-6,6,-177,5
CC(C)(C)c1ccc(CSc2cnn(C(C)(C)C)c(=O)c2Cl)cc1,·,1,-5,3,-1,-2,-7,·
O=C1Nc2ccc(Br)cc2C(c2ccccc2)=NC1O (configuration not stated),0.2,0,3,0,-9,4,-15,6
CC(C)COP(=O)(OCC(C)C)C(O)c1cccnc1 (configuration not stated),-0.8,·,-1,1,3,-2,·,2
CCOC(=O)C1(CCOc2ccccc2)CCN(Cc2cccc(O)c2)CC1,0.1,-2,-4,8,-1,-3,-16,13
COCCOC(=O)C1=C(N)Oc2c(c(=O)oc3ccccc23)C1c1ccncc1 (configuration not stated),·,·,1,0,3,14,·,4
O=C1C(Br)C2CCC1C2C(=O)O (configuration not stated),0.0,1,0,-1,-6,8,-5,18
CC(C)NS(=O)(=O)c1ccc(OCC(=O)N2CCN(C)CC2)cc1,0.9,-3,6,0,62,1,-1,-1
CCCCOP(=O)(CN1CCOCC1)OCCCC,·,-1,-3,2,·,-4,-6,·
CCN1CCN(Cc2cc3c(cc2[N+](=O)[O-])OCO3)CC1,·,1,-5,-3,-1,1,-19,1
COc1ccccc1/C=N/N=C(/N)N[N+](=O)[O-],·,-3,3,1,-5,-6,-4,-12
CN1CCC(n2nccc2N)CC1,·,·,6,-8,-6,10,·,-14
CCN(CC)P(=O)(Oc1ccccc1)Oc1ccccc1,-0.1,2,-3,6,6,-11,-15,-9
CC(=O)N1Cc2cnnn2-c2ccccc2C1(C)C#N (configuration not stated),-0.3,3,3,0,-3,5,-7,19
Cc1ccc(N/N=C/c2c(O)n(-c3ccccc3)c(=O)[nH]c2=O)cc1,9.5,0,0,-4,6,-1,-53,9
O=C(c1ccc(Cl)cc1)C1CCCN(Cc2cccc3cccnc23)C1 (configuration not stated),·,-2,-4,2,4,10,-1,-6
CN1CCCN(c2ccc([N+](=O)[O-])nc2)CC1,-0.1,8,-5,1,0,-6,-9,4
COc1ccc(CCNCc2ccc(C)s2)cc1OC,-0.1,-3,·,·,·,·,-4,2
CC(=O)OC1CCC2(/C=N/O)C(=CCC3C4CCC(=O)C4(C)CCC32)C1 (configuration not stated),·,4,4,-4,-2,1,0,-2
Cc1nn(C)c(C)c1/C=C1/CC2C3CC=C4CC(O)CCC4(C)C3CCC2(C)C1=O (configuration not stated),·,·,8,-4,-4,4,·,-9
CCCCCn1c(=O)c(C(=O)Nc2cnccn2)c(O)c2ccccc21,·,-7,-5,-2,1,1,-10,7
O=C(Cc1ccccc1)OCC(=O)c1ccc(F)cc1,-0.5,2,1,-1,-6,1,-10,-3
CCCCn1c(O)c(C(=O)/C=C/c2ccc3c(c2)OCO3)c(=O)[nH]c1=O,3.8,-2,6,-5,-2,-9,-275,7
CN(C)C1C(=O)C(C(N)=O)=C(O)C2(O)C(=O)C3=C(O)c4c(O)cccc4C(C)(O)C3C(O)C12 (configuration not stated),2.4,8,-4,1,-7,7,-9,13

# Ordered by molar mass (smallest number first): three of the compounds above.
SMILES,E-sel inducer,ERAP1 HTS inh,PglD inh,Cneo AK release,miR122 inh,RAD54 inh,RAD52 inh,PGC1a acetyl inh
COc1ccc(CCNCc2ccc(C)s2)cc1OC,-0.1,-3,·,·,·,·,-4,2
CCN(CC)P(=O)(Oc1ccccc1)Oc1ccccc1,-0.1,2,-3,6,6,-11,-15,-9
CCCCn1c(O)c(C(=O)/C=C/c2ccc3c(c2)OCO3)c(=O)[nH]c1=O,3.8,-2,6,-5,-2,-9,-275,7

# Next entries.
SMILES,E-sel inducer,ERAP1 HTS inh,PglD inh,Cneo AK release,miR122 inh,RAD54 inh,RAD52 inh,PGC1a acetyl inh
CCOC(=O)C(NC(=O)CCl)(Nc1ccc(C(O)(C(=O)OCC)C(F)(F)F)cc1)C(F)(F)F (configuration not stated),1.7,0,-2,5,-6,-1,-39,4
CCOC(=O)C1(CCOc2ccccc2)CCN(Cc2ccc(C)s2)CC1,2.4,1,17,0,·,-3,1,-1
Cc1ccccc1C1=NCC(=O)N(CC(=O)N2CCCCC2)c2sc(C)c(C)c21,·,·,11,-2,2,-9,·,-6
CCCCOc1ccc(CC2C(=O)N(C)C(=O)N(C)C2=O)cc1,·,·,-5,0,-7,-2,·,-1
CCOC(=O)c1c(NC(NC(=O)CF)C(Cl)(Cl)Cl)sc2c1CCCC2 (configuration not stated),·,·,0,5,-15,2,·,·
c1ccc(C(c2ccccc2)c2cccnc2)cc1,-0.1,2,10,-1,-6,-3,-8,3
CC(C)(C)C(=O)N1Cc2cc(-c3ccccc3)ccc2-n2nncc2C1,0.6,-1,5,0,1,-2,5,-12
CC12CCC(=O)C=C1CCC1C2CCC2(C)C(O)(C(=O)CO)CCC12O (configuration not stated),-0.2,-6,9,1,-1,4,-9,-1
Cn1cccc1/C=C1\C(=O)NC(=O)N(Cc2ccco2)C1=O,·,·,-6,1,10,-4,·,8
COC(=O)C1=C(c2ccc3ccccc3c2)C[C@@H]2CC[C@H]1N2C(=O)NCCCOC(C)C,-0.2,-2,-2,3,0,7,-4,7
C(#CCN1CCCCC1)COCc1ccccc1,-0.3,-3,·,·,-2,·,4,-27
CC(C)c1ccc(N=Nc2c(O)[nH]c(=O)[nH]c2=O)cc1,·,-1,12,4,0,-10,-18,12

# Quoted from the listing, three compounds:
SMILES,E-sel inducer,ERAP1 HTS inh,PglD inh,Cneo AK release,miR122 inh,RAD54 inh,RAD52 inh,PGC1a acetyl inh
CN1C[C@H](CO)C=C2c3cccc4[nH]cc(c34)C[C@H]21,·,-2,5,0,-6,6,-177,5
CC(C)(C)c1ccc(CSc2cnn(C(C)(C)C)c(=O)c2Cl)cc1,·,1,-5,3,-1,-2,-7,·
O=C1Nc2ccc(Br)cc2C(c2ccccc2)=NC1O (configuration not stated),0.2,0,3,0,-9,4,-15,6

# Continued:
SMILES,E-sel inducer,ERAP1 HTS inh,PglD inh,Cneo AK release,miR122 inh,RAD54 inh,RAD52 inh,PGC1a acetyl inh
O=C(Cc1ccccc1F)N1CCN(CC(=O)N2CCCC2)CC1,0.0,0,1,2,6,15,1,-20
O=C(O)[C@H]1[C@H](CO)[C@H]2Cn3c(ccc(-c4ccc(F)cc4)c3=O)[C@@H]1N2CC1CCCCC1,-0.2,2,2,-5,·,1,5,·
COc1cc(C2SCC(=O)Nc3c2c(C)nn3-c2ccccc2)cc(OC)c1OC (configuration not stated),·,·,-1,5,-1,-1,·,2
COC(=O)C1=C(c2ccc(F)cc2OCc2ccccc2)C[C@@H]2CC[C@H]1N2C(=O)NCc1cccc(OC)c1,-0.2,2,-5,1,·,0,-3,·
Cc1ccc2c(c1)C(c1ccccc1)NCC(=O)N2 (configuration not stated),·,·,-3,-2,-3,0,·,3
C=COCCn1c(C)c(C(C)=O)c2cc(O)ccc21,56*,0,-5,0,-3,0,-4,54
CC(C)CNC(=O)/C=C/C=C/CCCCCC/C=C/c1ccc2c(c1)OCO2,·,-1,-8,2,0,9,-15,-24
S=P1(Oc2ccccc2)Nc2ccccc2N1,-0.1,1,-3,-8,·,-7,0,8
CCOC(=O)C1SC2(C(F)(F)F)CC1(O)c1c(C)cc(C)nc1O2 (configuration not stated),·,·,-2,0,-6,12,·,6
COP(=O)(OC)C(Nc1ccccn1)c1ccccc1 (configuration not stated),·,3,3,3,-1,4,-5,6
CC(NC(=O)Cc1cccc2ccccc12)C(=O)N1CCC(=O)CC1 (configuration not stated),-0.2,-5,·,·,·,·,-6,4
CCOc1cc(C=O)ccc1O,·,0,-2,0,-2,4,-6,-15

# Gathered by group, the entries above with a tert-butyl group.
SMILES,E-sel inducer,ERAP1 HTS inh,PglD inh,Cneo AK release,miR122 inh,RAD54 inh,RAD52 inh,PGC1a acetyl inh
CC(C)(C)c1ccc(CSc2cnn(C(C)(C)C)c(=O)c2Cl)cc1,·,1,-5,3,-1,-2,-7,·
CC(C)(C)C(=O)N1Cc2cc(-c3ccccc3)ccc2-n2nncc2C1,0.6,-1,5,0,1,-2,5,-12

# (cont.)
SMILES,E-sel inducer,ERAP1 HTS inh,PglD inh,Cneo AK release,miR122 inh,RAD54 inh,RAD52 inh,PGC1a acetyl inh
CC(C)C1C(C#N)=C(N)Oc2c1c(=O)oc1ccccc21 (configuration not stated),0.0,-4,11,-1,4,-1,-5,·
COC(=O)C1=C(c2ccc(OC(F)(F)F)cc2)C[C@@H]2CC[C@H]1N2C(=O)NC(C)C,-0.2,-3,3,-2,4,1,-10,1
CC(=NC(C)c1ccccc1)c1c(O)[nH]c(=O)[nH]c1=O (configuration not stated),·,·,5,2,1,-7,·,5
NC(Cc1ccccc1)c1nn[nH]n1 (configuration not stated),-0.1,0,-4,2,0,2,-13,-7
COC(=O)C1=C(c2ccc(OC(F)(F)F)cc2)C[C@@H]2CC[C@H]1N2C(=O)NCCCOC(C)C,-0.1,·,2,0,·,3,-9,·
CN1CCN(c2ccc(C(N)=O)cc2N)CC1,·,·,-3,2,1,4,·,10
CCOC(=O)N(c1ccccc1)P1(=S)OCCO1,·,·,12,-1,4,-11,·,-4
CC1N(O)C2CCCCCC2N1O (configuration not stated),·,·,-1,-3,-4,-17,·,-1
Cc1ccc(-n2c(C)cc(/C=C3/C(=O)NC(=O)N(Cc4ccco4)C3=O)c2C)cc1,0.0,·,-11,-1,-4,-16,·,·
C/C=C/c1ccc([C@H]2[C@H](CO)N3CCCCN(C(=O)Cc4ccncc4)C[C@@H]23)cc1,0.8,1,5,-2,2[16.7 µM],-5,-8,-5
CCC1([N+](=O)[O-])COP(N)(=O)OC1 (configuration not stated),0.1,-1,-2,8,·,4,-7,15
COc1ccc(N2C(=O)/C(=C/c3ccco3)C(=O)NC2=S)cc1,0.1,1,-3,1,·,-9,-153,·

# Screens from PubChem BioAssay.
